# ATXN2 expr inh: reduces ATXN2 reporter expression in HEK-293 cells; Potency, µM (series often up to 57 µM), inactives show at the highest dose activity change, negative = inhibition, most hits filed as inhibitors; 0.72% of 360,000 active; HEK-293 ATXN2-luciferase reporter, luminescence, 24 h; AID 1745845; also: potency is read from the fitted curve at half-maximal effect; % is scaled to controls: 0 for no effect and ±100 for the full control effect; nearly all actives have a fitted effect of over 55% in size
#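 qHTS (up to 57 uM final) was run with 24 h compound exposure of reporter cells at 37 °C. Each well was multiplexed: SteadyGlo luminescence measured ATXN2-luciferase expression after a fluorogenic Gly-Phe-AFC viability readout (25 uM final).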
# IL-1B inflam inh: blocks inflammasome-driven IL-1 beta release | THP-1 LPS/ATP IL-1B secretion, AlphaLISA, 16 h; stronger effect = lower value | 4.7% of 360,000 active | activity change, % at 57.5 µM; in the data active = activity change below about -50%; inconclusive = mostly about -30% to -49%; also: % is scaled to controls: 0 for no effect and ±100 for the full control effect
#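 Secreted IL-1B measured by AlphaLISA bead assay after 16 h compound exposure of THP-1 cells; compounds (final up to 57.5 uM) added 1 h before LPS (250 ng/mL) and ATP (1.25 mM) stimulation; lower signal means less secretion.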
# HepG2 viability: kills HepG2 cells in TGF-b inhibitor counter-screen | 0.76% of 410,000 active | Potency, µM (titrated, usually from 46.1 µM), for inactives: at the highest dose activity change, negative = cytotoxicity, most hits filed as cytotoxic | HepG2 CAGA-GFP viability, ATP luminescence, 18 h; also: potency is read from the fitted curve at half-maximal effect; some results filed as inactive show a strong effect at the top dose
#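 CellTiter-Glo luminescence gave cytotoxicity after 18 hours at 37 degrees C. The cells were HepG2 CAGA-GFP in 1% FBS DMEM, stimulated with 500 pg/mL TGF-beta after compound addition. %Activity was normalised to no-cell wells (complete cell-killing) and DMSO (no toxicity), and curves were fitted and classified.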
# Nrf2 ARE act: Nrf2 pathway activation; AREc32 ARE-luciferase reporter (MCF7-derived line), luminescence, 24 h; Potency, µM (top dose mostly 46.1 µM), for inactives: at the top dose activation, hits mostly activators; 0.31% of 410,000 active; AID 624171; also: potency is read from the fitted curve at half-maximal effect; % of control where 0% means no effect; nearly all actives have a fitted effect of over 65% in size
#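 AREc32 cells carrying an ARE-driven firefly luciferase reporter were seeded at 1000 cells/well in OPTI-MEM with 5% FBS, then exposed to compound for 24 hr at 37 deg C. Luminescence was read with Steady-Glo after 30 min at RT.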
# TGFb inhibitor: TGF-b pathway inhibition | 1.2% of 410,000 active | HepG2 CAGA-GFP TGF-b/SMAD3 reporter, GFP fluorescence, 18 h; TGF-beta stimulated, 500 pg/mL final | Potency, µM (top dose mostly 46.1 µM), for the others: at the top dose activity, negative = inhibition, hits mostly inhibitors; also: potency is read from the fitted curve at half-maximal effect; % is scaled to controls: 0 for no effect and ±100 for the full control effect; nearly all actives have a fitted effect of over 65% in size
#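 Using HEPG2 CAGA-GFP reporter cells at 1000 cells/well, we pinned test compounds, stimulated with recombinant TGF-beta (500 pg/mL final) and measured total well GFP after 18 h.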
# ATXN viability: viability counter-screen for ATXN expression inhibitors | S2 cells (HEK-293 line with an ATXN2-luciferase reporter) viability, CellTiter-Fluor protease fluorescence, 24 h | Potency, µM (series often up to 56.7 µM), most hits filed as cytotoxic | 0.49% of 400,000 active | AID 651635; also: potency is read from the fitted curve at half-maximal effect; nearly all actives have a fitted effect of over 40% in size
# A549 viability: counter-screen for Nrf2 inhibitors: cytotoxicity in A549 cells. A549 ARE-Fluc cells, CellTiter-Fluor viability, 18-24 h. Potency, µM (doses to about 46 µM), inactives show top-dose activity change, negative = cytotoxicity, hits mostly inhibitors. AID 504648. 0.16% of 390,000 active; also: potency is read from the fitted curve at half-maximal effect; % is scaled to controls: 0 for no effect and ±100 for the full control effect
#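 A549 ARE-Fluc cells in 5% FBS OPTI-MEM, 5000 cells/well, rested 2 h then exposed to compounds in concentration-response for 18-24 h at 37 °C. Viability by CellTiter-Fluor fluorescence (Ex 405/Em 525) after 30 min; luciferase luminescence (BugLite, 15 min, RT) read afterwards.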
# Nrf2 block: Nrf2 pathway inhibition | Potency, µM (doses to about 46 µM), inactives show at the highest dose activity change, negative = inhibition, actives largely listed as inhibitors | A549 ARE-Fluc reporter, luciferase luminescence, 18-24 h | AID 504444 | 2.1% of 360,000 active; also: potency is read from the fitted curve at half-maximal effect; % is scaled to controls: 0 for no effect and ±100 for the full control effect; nearly all actives have a fitted effect of over 60% in size
#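 Nrf2 function is reported as luminescence of an ARE-controlled luciferase in A549 cells. Compounds were tested at several concentrations, and a CellTiter-Fluor read on the same wells flagged cytotoxicity.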
# MCF10A rerep: DNA re-replication induction in MCF 10a cells | MCF 10A DNA re-replication, Hoechst nuclear intensity, 48 h | Potency, µM (highest dose often 46.1 µM), for inactives: at the highest dose activity, positive = re-replication, most hits filed as activators | 2.9% of 350,000 active | AID 624296; also: potency is read from the fitted curve at half-maximal effect; % of control where 0% means no effect; nearly all actives have a fitted effect of over 50% in size
# Numbers without * were called inactive; i = inactive; ? = inconclusive; / = no result given; & = joins results of further samples; [ ] = dose if it differs, or a comment. Unless noted, calls follow the shape of the dose curve; as a rule, active = well fitted curve in the direction sought with a large enough effect; inconclusive = small, poorly fitted or top-dose-only effect, or another doubt; inactive = no such curve, though single readings can be large; an effect the other way counts as inactive or inconclusive.
SMILES,ATXN2 expr inh,IL-1B inflam inh,HepG2 viability,Nrf2 ARE act,TGFb inhibitor,ATXN viability,A549 viability,Nrf2 block,MCF10A rerep
COc1ccc(S(=O)(=O)NNC(=O)C2Cc3c(ccc4ccccc34)O2)cc1 (stereo not given),-16%,22,-13%,2.4%,-22%,i,-8%,?,5%
O=C(CNC(=O)C12CC3CC(CC(C3)C1)C2)Nc1ncccc1O,6%,26,5%,-0.8%,6%,i,1%,11%,4%
COc1ccccc1/C=C/C(=O)NCC(=O)N/N=C(\CCC(=O)O)c1ccccc1,3%,-13,-5%,1.2%,-5%,i,3%,-6%,8%
Cc1cc(OCC(=O)Nc2ccc(CN3CCCCC3)cc2)ccc1Cl,-31%[11.3 µM],-23,5%,-0.5%,6%,i,5%,?,?
O=C(OCC(=O)N1CCCCC1)c1ccc2ccccc2n1,/,31,-5%,3.4%,3%,i,-6%,-19%,0%
O=C(CSc1nc2[nH]c(=O)cc(O)c2s1)Nc1nccs1,5%,0,7%,0.1%,3%,i,-1%,1%,7%
CCOC(=O)C1CCCN(CC(=O)NC2=Nc3ccccc3N=C(C)C2c2ccccc2)C1 (stereo not given),-15%,11,8%,-0.2%,-2%,i,0%,25%,3%
COc1ccccc1NS(=O)(=O)c1ccc(C(=O)N2CCCC(C(F)(F)F)C2)cc1 (stereo not given),-12%,-2,-3%,0.1%,-7%,i,-8%,23µM*,17%
Cc1cc(Br)c2c(c1)C(O)(N1CCCCC1C)C(=O)N2 (stereo not given),14%,-8,-27%,0.2%,-24%,i,-17%,1%,20%
COc1ccccc1NS(=O)(=O)c1cc(NC(=O)c2cccs2)ccc1N1CCCCC1,11%,7,-22%,2.5%,?,i,2%,?,13%
O=C(CSc1nc(-c2ccccc2)nc2cc(=O)[nH]n12)Nc1ccccc1,8%,/,-24%,-0.5%,1%,i,-1%,/,/
NC(=O)C1(N2CCCCC2)CCN(C(=O)Nc2ccccc2C(F)(F)F)CC1,2%,15,23%,-0.4%,1%,i,-1%,8%,-3%
Cc1ccc(CNC(=O)CCC(=O)N2CC3CCCN3c3ccccc32)cc1 (stereo not given),/,/,-9%,0.6%,?,/,17%,?,/
Cc1cccc(NC(=O)Cn2c(=O)n(Cc3ccccc3)c(=O)c3sc4ccccc4c32)c1,5%,/,-15%,0.2%,-35%,i,-1%,-6%,/
O=S1(=O)N[C@H](Cc2ccccc2)COc2cc(N3CCSCC3)ccc21,49%[activator],-18,/,3.3%,/,i,/,/,/
Cc1ccc(S(=O)(=O)NCC(=O)N(CC(=O)NCC2CCCO2)Cc2ccccc2Cl)cc1 (stereo not given),2%,-19,3%,-0.9%,0%,i,0%,6%,-3%
CCC(=O)N1CCc2cc(S(=O)(=O)CCC(=O)NCCc3ccccc3)ccc21,-10%,-16,-5%,2.0%,12%,i,2%,-3%,24%
CCN1CCN(C(=S)Nc2cc(C(=O)OC)ccc2C(=O)OC)CC1,/,0,-50%,5.1%,?,i,12%,5%,-1%
CCOC(=O)[C@]12CCCC=C1N(Cc1cccc3ccccc13)C(=O)[C@H](CC(=O)NCc1ccc(C)o1)C2,?,-2,/,4.0%,/,?,/,/,/
CCn1c(SCC(=O)N2CCN(c3ccccc3)CC2)nnc1-c1ccoc1C,-3%,-5,-13%,0.3%,-22%,i,1%,-39%,?
Cc1ccc(NC(=O)Cc2ccc(-n3c(C)nc4cccnc43)cc2)c(Cl)c1,/,/,-15%,-0.5%,?,/,-11%,21µM*,/
Cc1cc2cc(C#N)c(N3CCN(S(C)(=O)=O)CC3)nc2cc1C,-2%,-15,-3%,0.0%,-20%,i,-9%,?,-53%[inhibitor]
CC1CCN(C(=O)c2[nH]cnc2C(=O)Nc2cccc(Cl)c2)CC1,-13%,-28,26%,-0.1%,13%,i,-2%,-18%,24%
COCCN(C(=O)COC(=O)C12CC3CC(CC(C3)C1)C2)c1c(N)n(Cc2ccccc2)c(=O)[nH]c1=O,-15%,-5,18%,-0.1%,1%,i,-11%,-2%,0%
COc1ccc(CN2C(=O)c3ccccc3C2=O)cc1C(=O)OC(C)C(=O)NC(N)=O (stereo not given),-6%,21,2%,-0.7%,-12%,i,-1%,8%,7%
CCC(CC)C(=O)N(C)c1c(C)nc2c(OCC(=O)N(C)C)cccn12,3%,11,-2%,-0.7%,-1%,i,/,/,/
c1ccc(N2CCN(c3cnc4ccccc4n3)CC2)cc1,42%[activator],20,-17%,0.0%,-7%,i,-9%,?,?
S=C(NCc1ccncc1)NC1CCCCC1,/,5,0%,-0.1%,-6%,i,0%,-4%,2%
CSc1ccc(CNC2CC2)cc1,4%,9,1%,-0.2%,7%,i,23%,1%,-6%
O=C(CSc1nnc(-c2cccs2)o1)OC1CCCCC1,-8%,34,-26%,0.2%,-3%,i,-2%,3%,11%
CN1CCN(CCOc2ccc(-c3ccccc3)cc2)CC1,9%,-59*,-22%,6.2%,6%,?,2%,14%,?
Cc1nn(CCOc2ccccc2)c(=O)n1-c1c(F)cccc1F,33%[activator],26,6%,0.2%,18%,i,-10%,?,0%
O=C(CCn1c(=S)oc2ccccc21)Nc1ccc(F)cc1,-12%,8,-10%,0.4%,6%,?,0%,-29%,4%
COC(=O)C1=NNC(C(=O)c2ccco2)C1c1ccc(OC)cc1 (stereo not given),-28%,17,0%,-0.5%,4%,?,0%,0%,2%
Cc1cccc(NC(=O)CSc2nc3c(oc4ccccc43)c(=O)n2-c2ccccc2)c1,-3%,0,-11%,-0.4%,-17%,i,8%,?,-8%
O=C(CN1C(=O)C2CC=CCC2C1=O)NC1CCCCC1 (stereo not given),-5%,-6,-11%,-0.9%,-1%,i,10%,21%,2%
Cc1ccc(-n2ncc(C(=O)N3CCCCC3)c2C2CCN(C(=O)OC(C)(C)C)CC2)cc1C,/,/,-1%,-1.2%,-25%,/,10%,25%,/
Cc1ccc(CNC(=O)CC(C)CC2=NS(=O)(=O)c3ccccc3N2)cc1 (stereo not given),-8%,/,-5%,0.5%,-6%,i,3%,/,/
COc1cc(/C=N/Nc2ccccc2[N+](=O)[O-])cc(OC)c1O,-9%,1,-2%,10µM*,-6%,?,-19%,-20%,-1%
COc1ccc(N2CCN(C(=O)Cn3c(=O)c4cccn4c4cccnc43)CC2)cc1,9%,9,4%,0.0%,0%,i,0%,?,6%
O=C(COc1ccc2ccc(=O)oc2c1)NCc1ccccn1,/,0,-21%,5.4%,9%,i,-1%,8%,0%
CCN(C(=O)CCS(=O)(=O)c1ccc2c(c1)oc(=O)n2C)c1ccc(OC)cc1,-6%&7%,3,-6%&-7%,-0.5%&0.0%,1%&-2%,?,-11%&-1%,6%&2%,-1%
CC1=CCC(C(=O)O)C(C(=O)O)C1 (stereo not given),5%,8,-19%,-0.1%,-28%,i,0%,15%,-3%
CCC(=O)Nc1cccc2ccccc12,4%,2,-55%,0.0%,0%,i,1%,-5%,1%
COc1ccc(CNC(=O)CCn2c(=O)oc3ccccc32)c(OC)c1,/,9,14%,3.5%,24%,i,-10%,8%,13%
O=C(Nc1ccc(Cc2ccncc2)cc1)c1ccco1,28%,-5,3%,0.3%,7%,i,-1%,23%,3%
C[C@@H](C(=O)N1CCN(C(=O)OC(C)(C)C)CC1)n1cc(CCCN=C(NC(=O)OC(C)(C)C)NC(=O)OC(C)(C)C)nn1,8%,13,-12%,-0.1%,-12%,i,13%,20%,-42%[inhibitor]
CCOc1cc(N2CCOCC2)c(OCC)cc1NS(=O)(=O)c1cc(NC(C)=O)ccc1OC,2%,32,14%,0.2%,6%,i,3%,-13%,4%
CCOC(=O)c1cnn(-c2ncnc3sc(C)c(C)c23)c1N,6%,24,-6%,0.1%,4%,i,-4%,/,-2%
CCOC(=O)c1cnc(-n2cc(C)cn2)nc1NCc1ccc2c(c1)OCO2,-5%,-10,1%,0.5%,10%,i,-19%,?,28%
COc1cccc(NC(=O)C2CC2(c2cccc(OC)c2)c2cccc(OC)c2)c1 (stereo not given),-8%,-19,-11%,-0.4%,-26%,i,-12%,?,6%
COc1ccc(-c2csc(C(NC(C)=O)c3cccc(OC)c3)n2)cc1 (stereo not given),-11%,22,-7%,0.5%,6%,i,/,/,/
O=C(CN1C(=O)CSC1=O)NCc1ccccc1,1%,6,-9%,-0.6%,1%,i,-18%,?,0%
O=C(C1CCN(S(=O)(=O)c2cnc[nH]2)CC1)N1CCn2c1nc1ccccc12,10%,0,8%,-0.6%,-2%,i,-17%,-16%,0%
Cc1c(O)c(S(=O)(=O)c2ccccc2)c(=O)n(-c2ccccc2)c1-c1ccccc1,38%[activator],20,-2%,0.4%,6%,i,-8%,26%,13%
CCCC(=O)N1CCc2cc(OC)c(OC)cc2C1COc1ccccc1OC (stereo not given),-1%&-13%,0,-1%&-59%,-0.3%&-0.6%,-2%&10%,i,0%&-2%,-16%,0%
CC(=O)c1sc(-c2ccccc2)cc1N,30%,/,17%,3.4%,10%,i,3%,2%,2%

# By substructure, the entries above with a COOH group (2)
SMILES,ATXN2 expr inh,IL-1B inflam inh,HepG2 viability,Nrf2 ARE act,TGFb inhibitor,ATXN viability,A549 viability,Nrf2 block,MCF10A rerep
COc1ccccc1/C=C/C(=O)NCC(=O)N/N=C(\CCC(=O)O)c1ccccc1,3%,-13,-5%,1.2%,-5%,i,3%,-6%,8%
CC1=CCC(C(=O)O)C(C(=O)O)C1 (stereo not given),5%,8,-19%,-0.1%,-28%,i,0%,15%,-3%

# Screens from PubChem.
